# SSB-PriA inh – inhibitors of Klebsiella pneumoniae PriA binding to SSB C-terminal tail, primary screen, biochemical, AlphaScreen; AID 1272365, 2023; actives 0.6% (n = 430,000); AlphaScreen SSBct-PriA binding, biotinylated peptide; inhibition, % at 33 µM; PriA–SSB C-terminal tail interaction (Klebsiella pneumoniae); in the data active = inhibition mostly above about 37%, no sharp cut-off; inactive = mostly below about 20%;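 also: plate controls were negative control peptide for no effect and reference peptide for full effect; strong numbers were not always called active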
# Starred values were filed as active, the others as inactive; i = inactive; & = joins results of further samples. The list is partial; the hit share may differ from the screen's.
mol	SSB-PriA inh
C=CCN1C(=O)C(C)(C)COc2ccc(NS(C)(=O)=O)cc21	-11
O=S(=O)(c1ccccc1Br)N(CCc1cccs1)C1CC1	-33
O=C(Nc1ccc(SCCCC(=O)N2CCC(Cc3ccccc3)CC2)nn1)C1CC1	-10
Cc1cc2ccccc2n2c(SCC(=O)Nc3ccc4c(c3)OCCO4)nnc12	-5
Fc1cccc2sc(Nc3nc(-c4nc5ccccc5s4)cs3)nc12	-5
COc1cc(C=Nn2c(-c3ccc4c(c3)NC(=O)CO4)csc2=Nc2cccc(C)c2)ccc1O	33
COc1ccccc1NC(=O)c1cnc(SCC(=O)Nc2ccc3c(c2)OCO3)n(C)c1=O	-4
NC(=O)C1Cc2ccccc2N1C(=O)c1cc([N+](=O)[O-])ccc1Cl (configuration not stated)	14
CS(=O)(=O)N1CC(C(=O)NCCCc2ccccc2)C1	-7
Cn1nc(CNC(=O)NCc2ccc(F)cc2)c2ccccc2c1=O	-3
COCCN1CCC(CNC(=O)c2ccccc2C(F)(F)F)CC1	-9&5
NC(=NOC(=O)CC1CCCCC1)c1ccc(Br)cc1	-66
CCOC(=O)Nc1ccc(C)c(N2CCCCC2=O)c1	-9&-6
Cc1nc2ccc3nc(NC(=O)COc4ccccc4F)sc3c2s1	2
Cc1ccccc1C(=O)NCCn1ncc2c(NCCc3ccccc3)ncnc21	0
O=C(COc1ccccc1F)Nc1ccc2c(c1)CCCN2C(=O)c1cccs1	-3
O=C(Cn1nc(-n2ccc3ccccc32)ccc1=O)Nc1c[nH]c(=O)[nH]c1=O	-41
Nc1c(C(=O)NCCc2ccccc2)c2nc3ccccc3nc2n1N	2
Cc1ccc(N2CCN(CC(O)COc3ccc4c(c3)CCC4)CC2)cc1Cl (configuration not stated)	0
COC(=O)c1ccc(S(=O)(=O)N(CCc2ccccc2)Cc2ccccn2)cc1	-31
CCn1c(SCC(=O)NCc2ccc(OC)c(OC)c2)nc2c(-c3ccccc3)c[nH]c2c1=O	-5
CCOC(=O)c1c(C)n(Cc2ccccc2)c2ccc(OCC(O)CN3CCCCCC3)cc12 (configuration not stated)	7
COc1cccc2sc(N3CC(C(=O)Nc4cccc(SC)c4)C3)nc12	-19
CO[C@@H](CNS(=O)(=O)/C=C/c1ccccc1)c1ccccc1C	-8
COc1ccc(NC(=O)C2CCN(c3ccc(-c4ccccc4OC)nn3)CC2)c(OC)c1	-2
COc1cccc(C(=O)NCCOc2ccc(F)cc2)c1OC	-5
O=C(CCc1ccccc1)NN=Cc1cccc(O)c1	8
CCOC(=O)N1CCN(C(=O)CCCN2C(=O)c3cccc4cccc(c34)C2=O)CC1	-11
CC(=O)N1N=C(c2ccsc2)CC1c1ccc(C)o1 (configuration not stated)	-6
Cc1cc(NC(=O)C2COc3ccccc3O2)n(C(C)C)n1 (configuration not stated)	-13

# Exported with each value named: 4 of the compounds above.
CCOC(=O)Nc1ccc(C)c(N2CCCCC2=O)c1
  SSB-PriA inh: -9&-6
CCOC(=O)N1CCN(C(=O)CCCN2C(=O)c3cccc4cccc(c34)C2=O)CC1
  SSB-PriA inh: -11
CO[C@@H](CNS(=O)(=O)/C=C/c1ccccc1)c1ccccc1C
  SSB-PriA inh: -8
COc1cc(C=Nn2c(-c3ccc4c(c3)NC(=O)CO4)csc2=Nc2cccc(C)c2)ccc1O
  SSB-PriA inh: 33

# Going on with the list.
mol	SSB-PriA inh
O=C(NC[C@H](O)c1csc2ccccc12)Nc1ccccc1Cl	10
COc1ccc(S(=O)(=O)NCCc2ccc(N3CCCC3)cc2)cc1Cl	12
CC1(C)CC(OC(=O)CC(=O)OC2CC(C)(C)NC(C)(C)C2)CC(C)(C)N1	-16
CS(=O)(=O)c1ccc(Nc2nc(CC(=O)NCCC3=CCCCC3)cs2)cc1	3
CCOC(=O)NN=Cc1ccccc1OC/C=C/c1ccccc1	-1
COc1ccccc1Cn1c(SCc2nc(-c3ccccc3Cl)no2)nc2ccccc2c1=O	-11
Cc1ccccc1-n1nc2c(c1NC(=O)c1c(F)cccc1F)CS(=O)C2 (configuration not stated)	-2
C=CCNC(=O)C(=O)N1CCN(C(c2ccccc2)c2ccccc2)CC1	-4
O=C1c2ccccc2NC(c2ccc(O)cc2)N1N=Cc1ccc(O)cc1 (configuration not stated)	-3
COC(=O)NN=CC1=CCC2CC1C2(C)C (configuration not stated)	0
Cc1nc(-n2nc(C3CC3)cc2NC(=O)c2ccccc2Cl)[nH]c(=O)c1C	-13
C=CCn1c(SCC(=O)Nc2nsc(-c3ccccc3)n2)nc2scc(-c3ccc(OC)cc3)c2c1=O	0&3
O=C(Nc1ccc(-c2ccn[nH]2)cc1)[C@@H]1CCCN1c1nc2ccccc2o1	-2
Cc1ccc(NC(=O)CSc2nc(C)c(C(=O)Nc3ccccc3C)c(-c3ccc(Cl)cc3)c2C#N)cc1C	-30&-1
CC(C)Oc1ccc(-c2noc(CN3N=NC4C(=O)N(c5ccc(F)c(Cl)c5)C(=O)C43)n2)cc1 (configuration not stated)	-6
O=[N+]([O-])c1ccccc1/C=C\C=NN1CCN(c2ccccc2)CC1	47
Cc1ccc2c(c1)N(C(=O)CSc1nnc3n(Cc4ccco4)c(=O)c4sccc4n13)CCO2	-14
Cc1cccc(CC(=O)Nc2ccc3c(c2)CN(C(=O)C(C)C)CC3)c1	-2
Cn1cccc1Cc1n[nH]c(=S)n1-c1ccccc1	14
Cn1c(=O)c2c(nc(NCc3ccccc3)n2CC(=O)N=Nc2c(O)[nH]c3ccccc23)n(C)c1=O	2
CC(C)(C)C(=O)Nn1cnc2c(cnn2C(C)(C)C)c1=O	-13
O=C(c1ccc2ncsc2c1)N1CCC(Oc2ncccc2Cl)CC1	3
O=C(Cc1ccc(Cl)s1)Nc1nc(-c2nc3ccccc3s2)cs1	-8
Cc1cc(C)c2sc(N3CCN(C(=O)NCc4ccccc4)CC3)nc2c1	-10
O=C(NN=Cc1ccco1)c1ccccc1OCc1ccc(Br)cc1	18
O=C(NCC(O)c1ccccc1)c1ccc(Cl)c(S(=O)(=O)N2CCCCCC2)c1 (configuration not stated)	2
COc1ccc(CCC(=O)N2CCC(CSc3nccn3C)CC2)cc1	-5
O=c1[nH]c(CSc2nnc(-c3ccccc3)o2)nc2ccccc12	11
CNC(=O)C(=O)Nc1cc(C)cc(C)c1	-19
CSc1ccccc1C(=O)N1CC(c2nc(-c3ccco3)no2)C1	9

# An excerpt from above in order of SMILES length, low to high.
mol	SSB-PriA inh
CC(C)(C)C(=O)Nn1cnc2c(cnn2C(C)(C)C)c1=O	-13
Cc1nc(-n2nc(C3CC3)cc2NC(=O)c2ccccc2Cl)[nH]c(=O)c1C	-13
CC1(C)CC(OC(=O)CC(=O)OC2CC(C)(C)NC(C)(C)C2)CC(C)(C)N1	-16
Cc1ccc2c(c1)N(C(=O)CSc1nnc3n(Cc4ccco4)c(=O)c4sccc4n13)CCO2	-14

# Other structures
mol	SSB-PriA inh
NCCOc1ccccc1Cl	0
CC(CC(=O)Nc1cc(Cl)ccc1C)=NNC(N)=O	-10
O=C(COc1ccc(Cl)cc1)Nc1nnc(-c2ccc(Cl)cc2)o1	-1
O=C(O)Cc1ccc(NC(=O)C2Cc3ccccc3C(=O)O2)cc1 (configuration not stated)	-2
Cn1cc(C(=O)N2CCN(c3ccccc3Cl)CC2)c2nn(-c3ccccc3)c(=O)c-2c1	19
O=C(c1cccc(C(F)(F)F)c1)N1CCC(Cn2ccnc2)CC1	-21
CCOc1ccc(C(=O)NN=Cc2cccc3cccnc23)cc1	89*
COc1cc(S(=O)(=O)NCCc2ccccc2)ccc1Cl	-3
CCOC(=O)N1CCN(C(=O)Nc2nc(CC(N)=O)cs2)CC1	-3&4
O=C1OC2(CCN(C(=O)Cn3cnc4ccccc4c3=O)CC2)c2ccccc21	-30
O=C(Nc1cccc(Cl)c1)Nc1nc(C(=O)N2CCN(Cc3ccc4c(c3)OCO4)CC2)cs1	9
Cc1nc2ccc(C(=O)NN=Cc3ccccc3O)cc2[nH]1	-11
Cc1ccc(N2CC(c3nc(-c4cccc(C(F)(F)F)c4)no3)CC2=O)cc1 (configuration not stated)	-6
O=C(NCCNC(=O)c1ccccc1Cl)c1ccc(NC(=O)c2ccc(F)cc2)cc1	2
O=C(c1cc(-c2cccs2)[nH]n1)N1CCC[C@H](Cc2nc(-c3ccccc3F)no2)C1	-3
Cc1noc(C2CN(CC(=O)NCc3ccco3)C2)n1	-11
O=C(CN1CCC(C(=O)N2CCc3ccccc32)CC1)Nc1ccc(F)cc1	-12
O=[N+]([O-])c1nn(-c2cccc(Cl)c2)n(O)c1=NC1CCCCC1	90*
CS(=O)(=O)c1cccc2sc(N3CCN(C(=O)C4CCN(S(C)(=O)=O)CC4)CC3)nc12	-1
NC(=O)c1ccccc1OCC#CCNC(=O)CSc1ccc(F)cc1	-5
Cc1nnsc1C(=O)Nc1cc(N2CCCC2)ncn1	4
O=C(c1ccc(Cl)s1)N1CCC(CSc2ccccn2)CC1	-17
O=C(CCc1csc(NC(=O)NC2CCCCC2)n1)NCCc1c[nH]c2ccccc12	1&4
Cc1noc(-c2cccn(CC(=O)NCCC3=CCCCC3)c2=O)n1	-15
Cc1cc(F)ccc1S(=O)(=O)NCC(c1ccsc1)N1CCOCC1 (configuration not stated)	-6
Cc1ccc2cc(CCN3C(=O)c4ccccc4C3=O)c(Cl)nc2c1C	19
Cc1c(Cl)ccc2sc(N(Cc3ccco3)C(=O)c3cccc(F)c3)nc12	-10&-4
CC(Oc1ccc(Br)cc1)c1nn2c(=O)c3ccccc3nc2n1N (configuration not stated)	-1
Cc1ccc(S(=O)(=O)c2nc(-c3ccccc3)oc2SCC(N)=O)cc1	13
Cc1cc(C(=O)N2CCN(c3nc(-c4ccsc4)cs3)CC2)c(C)o1	12

# Quoted at random: 2 entries already listed
mol	SSB-PriA inh
O=C(c1ccc(Cl)s1)N1CCC(CSc2ccccn2)CC1	-17
Cc1ccc(S(=O)(=O)c2nc(-c3ccccc3)oc2SCC(N)=O)cc1	13

# (continued)
mol	SSB-PriA inh
Cc1ccc(NC(=O)Cc2ccc(F)cc2)cc1N1CCCCC1=O	-7
COc1ccccc1CNC(=O)Cn1nc2c(SCc3ccc(Cl)cc3)nccn2c1=O	5
CCOC(=O)N1CCN(C(=O)CSc2ccc3nnc(-c4cccs4)n3n2)CC1	-8&-7
CCN=C1S/C(=C\c2ccccc2[N+](=O)[O-])C(=O)N1CC	6
COc1ccc(C)cc1N(Cc1nnc2n1CCCCC2)C(=O)Nc1ccc(C)cc1	-21
COc1ccc(CCC(=O)N2CCN(c3ccc(-n4cncn4)nn3)CC2)cc1	-13
CCc1ccc(S(=O)(=O)Oc2c(Br)cc(Br)c3cccnc23)cc1	-5
O=C(CN1CCN(CC(O)C2CC2)CC1)NC1CCCCC1 (configuration not stated)	-12
CC(=O)c1sc(NC(=O)c2sc3nc(-c4ccccc4)cn3c2C)nc1C	9
O=C(NCc1ccnc(-c2ccsc2)c1)c1ccccc1C(F)(F)F	-4
O=c1cccnn1CCNS(=O)(=O)c1ccc2ccccc2c1	-15
CCOc1ccccc1NC(=O)CN1C(=O)NC(CCC(=O)O)(c2ccccc2)C1=O (configuration not stated)	20
NC(N)=NN=Cc1ccccc1Cl	i
O=C(c1c[nH]c2ccccc12)N1CCC(c2nnc(C3CC3)o2)CC1	-5
CCOCCn1c(=NC(=O)c2ccnn2C)sc2cc(NC(C)=O)ccc21	1
Cn1nc(CNC(=O)NCc2cccs2)cc1C1CC1	-22
CC(C)NC(=S)NN=C1CCCCc2ccccc21	12
COc1ccc(-c2cn3c(C)c(C(=O)Nc4ccc(F)c(C(F)(F)F)c4)sc3n2)cc1	5
O=C(Cc1ccc(NC(=O)c2cc(Br)cs2)cc1)NCC(F)(F)F	-10
CCCC(CCC)C(=O)N1CCN(c2ccc(NCc3ccccc3)nn2)CC1	-10&-1
CCOC(=O)Nc1ccccc1Cc1nc(-c2ccco2)no1	-7
COc1ccccc1C1Oc2ccccc2C2=C1C(c1cccs1)n1ncnc1N2 (configuration not stated)	2
Cc1ccc(N2CCCS2(=O)=O)cc1NC(=O)NC(c1ccccc1)c1ccccc1	-9
CN(C)C(=O)Oc1cccc([N+](=O)[O-])c1	6
O=C(CSc1nnc2n1CCN2c1ccccc1)Nc1ccc(F)cc1F	-12
COc1ccc(S(=O)(=O)CC(=O)Nc2sccc2C#N)cc1	5
Cc1c(Cl)cccc1S(=O)(=O)NCC#CCN1CCOCC1	-6
Cc1ccc(-c2noc(CS(=O)(=O)c3ccc(C(C)C)cc3)n2)cc1	-10
O=C(O)CSc1nnc(-c2ccc(Cl)cc2Cl)n1Cc1ccco1	-3
O=C(NC(c1cccnc1)C1CCOCC1)C1(c2ccc(F)cc2)CC1 (configuration not stated)	-2

# Other results.
mol	SSB-PriA inh
CC(=O)N1CCc2c(sc(NC(=O)c3cccc(N4C(=O)CCC4=O)c3)c2C#N)C1	-21
Cc1noc(C)c1S(=O)(=O)Nc1ccccc1Cc1nc(-c2cccnc2)no1	4
COc1cc(/C=C\C(=O)NCc2cc(-c3ccc(C)cc3)on2)cc(OC)c1OC	-6
O=C(NC1CC(=O)N(c2ccc3c(c2)OCCO3)C1)c1cccc2ccccc12 (configuration not stated)	8
Cc1cc(C)nc(OC2CCC(NC(=O)c3snnc3C)CC2)n1 (configuration not stated)	5
O=C(O)c1nnn(-c2ccccc2F)c1C(F)(F)F	-15
O=C(c1ccccn1)N1CCc2cc(S(=O)(=O)N3CCOCC3)ccc21	7
Cc1ccc(NC(=O)CSc2nc3c(sc(=S)n3-c3ccccc3)c(=O)[nH]2)cc1C	0
